FN deposition inh – fibronectin deposition inhibition. AID 743247. inhibition, % at 12.6 µM. hit rate 0.086% among 350,000. AH1F fibroblasts, Alexa488-fibronectin deposition fluorescence, overnight;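 active = mean inhibition across replicates of 30% or more, regardless of how many single replicates reach that level; inconclusive = mean under 30% yet at least half of replicates reach 30%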;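 also: positive control wells lacked labelled fibronectin entirely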
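Assay system: AH1F fibroblasts assembling fluorescent fibronectin matrix; Amount: 10000 AH1F cells per well; Buffer or medium: DMEM, 2% serum; Probe or stimulus: Alexa488-fibronectin, 24 nM final in well; Doses: single compound dose, delivered by pin transfer; Incubation: 1 h adhesion, overnight exposure; Measured by: fluorescence 485/525 nm; Read-out: fibronectin deposition inhibition.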
CASP6 VEID inh – blocks human caspase-6 cleavage activity; purified caspase-6, Z-VEID-R110 cleavage fluorescence; hit rate 0.53% among 350,000; inhibition, % at 12.5 µM;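 active = mean inhibition across replicates at least about 35%, with every replicate also reaching that limit, limit read from the data; inconclusive = only one of the two criteria met; inactive = neither criterion met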;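 also: 0% = median of neutral control wells and 100% = no fluorescence left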
Target sequence (P55212 24-179 limits assumed): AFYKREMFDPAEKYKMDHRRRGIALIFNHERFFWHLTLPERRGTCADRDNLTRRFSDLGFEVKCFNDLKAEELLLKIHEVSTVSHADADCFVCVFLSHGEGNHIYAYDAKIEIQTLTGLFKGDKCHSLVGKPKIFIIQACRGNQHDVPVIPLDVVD
Target sequence (P55212 194-293 limits assumed): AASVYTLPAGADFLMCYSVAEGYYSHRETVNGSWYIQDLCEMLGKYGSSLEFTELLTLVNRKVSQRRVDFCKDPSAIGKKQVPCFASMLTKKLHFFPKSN
PGC1a acetyl inh – modulators of PGC1a acetylation | U2OS PGC1a acetylation, AlphaScreen anti-acetyl-lysine; with virally co-expressed GCN5 acetyltransferase | inhibition, % at 15.6 µM | hit rate 0.17% among 350,000;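 active = every replicate shows inhibition of at least 40%; inconclusive = mean inhibition at least 40% but some replicate below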;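 also: 0% = neutral control wells and 100% = positive control wells; some results beyond the cut were filed as inactive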
miR122 inh – inhibitors of miR-122 in Huh7 cells | Huh7 miR-122 Renilla luciferase sensor, 48 h; neutral wells = 0, positive control = 100 | activation (reporter increase), % at 12.5 µM | hit rate 0.3% among 340,000 | AID 602342;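 active = mean replicate activation score at least 90 and every replicate individually at or above 90; inconclusive = only one of the two criteria met; inactive = neither criterion met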;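 also: higher luciferase means less miR-122 activity so hits act as miR-122 inhibitors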
PAX8 reporter – PAX8 transcriptional activity inhibition; RMG-I TPO-luciferase reporter, SteadyGlo, 24 h; inhibition, % at 12.6 µM; hit rate 1.2% among 360,000;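 active = mean replicate inhibition at least 60% with every replicate also reaching 60%; inconclusive = only one of the two criteria is met; inactive = mean below 60% and not all replicates reaching 60%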;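 also: luciferase light reporting Pax8 driven TPO promoter activity; plate controls were median of neutral control wells for no effect and mitoxantrone controls for full effect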
Cneo AK release – causes C. neoformans cell lysis; adenylate kinase release luminescence, 4 h; normalised: neutral wells 0, clomiphene wells 100; lysis activity, % at 15 µM; hit rate 0.2% among 360,000;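 active = mean lysis activity across replicates of at least 80%, whatever share of replicates individually reach that level; inactive = mean lysis activity below 80%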
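Assay system: log-phase C. neoformans yeast / Quantity: yeast cell density of 5 × 10^6 cells/mL / Medium: fresh YPD growth medium / Compound: single dose / Timing: static 4 h at 37 °C with compound, 1 h detection / Measured by: adenylate kinase release luminescence / Read-out: lysis from increased AK signal / Benchmarks: Clomiphene as positive lysis control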
LGR2 antag – blocks bursicon-induced cAMP signaling via Drosophila LGR2; HEK293 LGR2, CRE-luciferase, bursicon-stimulated, 4 h; inhibition, % at 9.99 µM; hit rate 0.35% among 380,000; AID 720647;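 active = drop in luminescence signal, shown as inhibition above about 50% in the replicate tests, limit read from the data, passing the limit was not always enough; inconclusive = probably only some replicates passing the limit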;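 also: agonist challenge used bursicon conditioned medium at about half maximal strength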
EWS-Fli inh – blocks EWS/Fli oncoprotein-driven transcription | A673 NR0B1-luciferase reporter, viability-normalised | inhibition, % at 12.6 µM | hit rate 0.67% among 350,000 | AID 651661;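 active = mean inhibition of at least 50% after viability correction, with every replicate also passing that limit; inconclusive = mean reaches 50% but only one of two replicates passes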;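 also: firefly luciferase signal divided by Alamar Blue viability fluorescence both relative to DMSO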
* marks the source's active call; other numbers are inactive results; ? = inconclusive; . = no result given; [ ] = remark or other dose.

1: COc1cccc(-c2ccc3c(c2)O[C@H](CN(C)C(=O)C2CCOCC2)[C@H](C)CN([C@@H](C)CO)S3(=O)=O)c1
2: O=C(NC1=NCCS1)c1cc(-c2ccc(F)cc2)nc2ccccc12
3: COCCCC1CCN(C(=O)C2CCC(=O)N(CCCc3ccccc3)C2)CC1 (configuration not stated)
4: CN(C)CCN1CCN(C2CN(Cc3cn(Cc4cccc(Cl)c4)nn3)S(=O)(=O)C2)CC1 (configuration not stated)
5: CC(=O)Nc1ccc(NC(=O)C(C)OC(=O)/C=C/c2ccc3c(c2)OCO3)cc1 (configuration not stated)
6: O=Cc1ccc(NC(=O)CCCCCCC(=O)NOCc2ccccc2)cc1

screen / no.	1	2	3	4	5	6
FN deposition inh	.	3.6	6.4	-4.4	-0.7	.
CASP6 VEID inh	2.5	0.2	2.1	-84.1	-0.9	-4.6
PGC1a acetyl inh	-0.2	.	-0.5	.	-4.2	6.2
miR122 inh	-38.6[16.7 µM]	.	5.5	.	-4.1	.
PAX8 reporter	1.2	-15.6	-37.8	-9.9	4.3	-9.5
Cneo AK release	1.1	.	0.0	.	0.0	1.4
LGR2 antag	-5.8	-18.9	-26.8	-6.0	-5.5	.
EWS-Fli inh	2.9	-28.5	-27.8	3.3	-8.7	-0.7

7: CCCNC(=O)C(NS(=O)(=O)c1cccc2nsnc12)c1ccccc1 (configuration not stated)
8: Cc1cccc(-c2ccc([C@@H]3[C@@H](CO)N4CCCCN(S(=O)(=O)c5ccccc5C)C[C@H]34)cc2)c1
9: Cc1cc(S(=O)(=O)NCc2ccccc2)ccc1OCC(=O)N1CCOCC1
10: Cc1ccc(C(NC(=O)c2ccccc2)C(Cl)Cl)cc1 (configuration not stated)
11: COc1ccccc1CNc1nc2ccccc2n1CCN1CCCCC1
12: CCOC(=O)c1c(C)[nH]c(C(=O)OC(C)C(=O)NCc2ccccc2)c1C (configuration not stated)

screen / no.	7	8	9	10	11	12
FN deposition inh	-6.6	.	-0.6	7.8	0.9	-3.0
CASP6 VEID inh	.	-2.5	-0.7	-1.2	.	6.9
PGC1a acetyl inh	-3.6	-7.9	-11.4	-9.3	.	-0.5
miR122 inh	0.0	1.5[16.7 µM]	10.0	8.5	-10.4	1.8
PAX8 reporter	-10.4	-5.9	8.8	8.8	7.6	3.0
Cneo AK release	-1.0	0.2	-0.2	0.7	0.4	-0.4
LGR2 antag	.	11.0	-16.3	33.6	.	0.7
EWS-Fli inh	.	7.4	5.8	-14.5	.	-4.9

Structures above containing four or more nitrogen atoms (3):
4: CN(C)CCN1CCN(C2CN(Cc3cn(Cc4cccc(Cl)c4)nn3)S(=O)(=O)C2)CC1 (configuration not stated)
7: CCCNC(=O)C(NS(=O)(=O)c1cccc2nsnc12)c1ccccc1 (configuration not stated)
11: COc1ccccc1CNc1nc2ccccc2n1CCN1CCCCC1

screen / no.	4	7	11
FN deposition inh	-4.4	-6.6	0.9
CASP6 VEID inh	-84.1	.	.
PGC1a acetyl inh	.	-3.6	.
miR122 inh	.	0.0	-10.4
PAX8 reporter	-9.9	-10.4	7.6
Cneo AK release	.	-1.0	0.4
LGR2 antag	-6.0	.	.
EWS-Fli inh	3.3	.	.

Later entries.
13: N#C/C(=C\c1ccc(C(=O)O)cc1)c1nc2sc3c(c2c(=O)[nH]1)CCCC3
14: COc1ccccc1NC(=O)N[C@H]1CC[C@@H](CCNS(=O)(=O)c2ccc(C)cc2)O[C@@H]1CO
15: O=C(C[C@H]1CC[C@@H](NC(=O)C2CCOCC2)[C@H](CO)O1)NCc1ccccc1Cl
16: Cc1ccc(/C=N/NC(=O)c2nnn(-c3nonc3N)c2CSc2ccc(Cl)cc2)o1
17: O=C(CSc1nc2ccccc2[nH]1)NCc1ccco1
18: O=[N+]([O-])c1ccc(N(CCO)Cc2ccccc2)c([N+](=O)[O-])c1

screen / no.	13	14	15	16	17	18
FN deposition inh	-6.7	.	5.2	4.1	.	-10.1
CASP6 VEID inh	19.3	-2.0	-1.9	-0.8	-1.5	0.0
PGC1a acetyl inh	-0.5	.	12.4	1.4	1.7	-9.9
miR122 inh	.	.	10.2[16.7 µM]	3.6	-1.5	-3.7
PAX8 reporter	-14.1	10.3	-18.0	-1.6	.	-12.5
Cneo AK release	.	.	-2.8	.	1.2	5.0
LGR2 antag	-1.1	-8.6	5.3	-4.8	-28.8	7.7
EWS-Fli inh	11.3	1.2	-0.8	.	-11.0	10.6

19: COc1ccc2c3c([nH]c2c1)[C@H](CO)N(C(=O)Cc1ccccc1)CC31CN(C(=O)Nc2ccccc2F)C1
20: CN(C)CCN(Cc1ccc(Cl)cc1)c1ccccn1
21: CCS(=O)(=O)N1CC(=O)N2[C@H](CO)[C@@H](c3ccc(C#Cc4cccc(F)c4)cc3)[C@@H]2C1
22: C[C@H](CO)N1C[C@H](C)[C@H](CN(C)Cc2ccc(C(=O)Nc3ccccc3N)cc2)Oc2ccc(NC(=O)Nc3ccc4c(c3)OCO4)cc2CC1=O
23: Cc1ccc(C)c(NC(=O)C(NCC(C)(C)N2CCOCC2)c2ccccc2)c1 (configuration not stated)
24: CCc1ccc(N2C(=O)CN(Cc3sccc3C)C2=S)cc1

screen / no.	19	20	21	22	23	24
FN deposition inh	.	-3.6	.	-14.3	2.1	-7.0
CASP6 VEID inh	2.6	-1.7	-2.7	1.2	0.9	-1.4
PGC1a acetyl inh	-4.1	-3.6	-14.3	-21.8	2.8	-4.3
miR122 inh	.	1.5	.	?	-0.3	.
PAX8 reporter	.	-9.4	4.4	8.1	7.9	-18.2
Cneo AK release	.	0.9	.	-3.2	23.3	.
LGR2 antag	16.7	11.5	-5.4	4.3	.	13.1
EWS-Fli inh	-1.1	4.3	-2.9	39.0	-13.0	-10.9

Complete entries, quoted from the list. Screens in order: FN deposition inh | CASP6 VEID inh | PGC1a acetyl inh | miR122 inh | PAX8 reporter | Cneo AK release | LGR2 antag | EWS-Fli inh
`O=Cc1ccc(NC(=O)CCCCCCC(=O)NOCc2ccccc2)cc1` is entered as . | -4.6 | 6.2 | . | -9.5 | 1.4 | . | -0.7
`C[C@H](CO)N1C[C@H](C)[C@H](CN(C)Cc2ccc(C(=O)Nc3ccccc3N)cc2)Oc2ccc(NC(=O)Nc3ccc4c(c3)OCO4)cc2CC1=O` is entered as -14.3 | 1.2 | -21.8 | ? | 8.1 | -3.2 | 4.3 | 39.0
`O=C(CSc1nc2ccccc2[nH]1)NCc1ccco1` is entered as . | -1.5 | 1.7 | -1.5 | . | 1.2 | -28.8 | -11.0

(next part)
25: Cc1ccc(-n2ccc(=O)c(-c3ccnc(SCc4cccc(Cl)c4)n3)n2)cc1
26: COc1ccc(OC)c(C(=O)N2CCC(C(=O)c3ccc(F)cc3)CC2)c1
27: O=c1[nH]cnc2c1c(-c1ccccc1)cn2-c1ccccc1
28: C=CCn1c(NC(=O)c2ccco2)nc2ccccc21
29: CC1CCN(C(=O)c2ccccc2NC(=O)c2cccc(S(=O)(=O)N(C)C)c2)CC1
30: CC(C)CC(NC=C1C(=O)OC(C)(C)OC1=O)C(=O)O (configuration not stated)
31: COc1cc(C(=O)NCC2(N3CCCCC3)CCCCC2)ccc1OCC(=O)N1CCOCC1

screen / no.	25	26	27	28	29	30	31
FN deposition inh	.	-5.6	-3.1	6.4	.	-12.4	0.1
CASP6 VEID inh	.	.	2.4	-1.2	7.7	.	-3.3
PGC1a acetyl inh	2.5	0.5	-14.5	.	.	6.8	4.7
miR122 inh	0.8	-2.7	-3.3	17.2	1.7	-6.0	.
PAX8 reporter	.	2.4	1.3	11.9	-6.0	6.6	15.3
Cneo AK release	0.5	-3.0	-3.1	7.3	-0.5	0.9	.
LGR2 antag	10.1	.	-13.6	11.3	-6.5	.	9.1
EWS-Fli inh	.	.	6.8	3.7	3.1	.	-7.3

Screening data: PubChem, Broad Institute
